Screens (PubChem)
M1 ag – activates human CHRM1 receptor; P11229; CHO-K1 hM1, Fluo-8 calcium fluorescence, agonist mode; 0% DMSO, 100% acetylcholine EC100; activation, % at 3 µM; actives 0.33% (n = 360,000);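 active means activation above the run's mean compound activation plus 3 SD, cut at about 16% in these data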;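 further: peak over basal fluorescence ratio within a 140 s kinetic read after compound addition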
CHRM4 antagonist – CHRM4 antagonism in calcium assay; P08173; CHO-hM4 cells, ACh EC80, Fluo-8 calcium fluorescence; inhibition, % at 3 µM; actives 0.73% (n = 360,000); AID 624125;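 active means inhibition above its plate's cutoff, the mean inhibition of sample wells plus 3 SD, cut at about 27% in these data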;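 further: 0% = acetylcholine EC80 with DMSO and 100% = DMSO without agonist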
Target sequence (P08173 whole entry, looked up): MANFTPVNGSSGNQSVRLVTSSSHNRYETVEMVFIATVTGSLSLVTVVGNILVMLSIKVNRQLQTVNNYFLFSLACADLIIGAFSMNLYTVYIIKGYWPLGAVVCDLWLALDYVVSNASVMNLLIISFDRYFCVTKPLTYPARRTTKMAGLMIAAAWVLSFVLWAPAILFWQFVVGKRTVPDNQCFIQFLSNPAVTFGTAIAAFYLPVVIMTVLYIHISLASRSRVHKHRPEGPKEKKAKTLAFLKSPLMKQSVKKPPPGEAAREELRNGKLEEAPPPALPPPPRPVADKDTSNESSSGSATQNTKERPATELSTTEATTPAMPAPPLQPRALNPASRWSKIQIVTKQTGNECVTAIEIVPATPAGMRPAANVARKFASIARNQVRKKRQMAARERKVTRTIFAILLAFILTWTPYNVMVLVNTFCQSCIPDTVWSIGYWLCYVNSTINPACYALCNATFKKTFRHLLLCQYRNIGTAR
CHO-K1 Ca ag – counter-screen for M1 agonists: effect in parental CHO-K1 cells; Fluo-8 calcium fluorescence; scaled to maximal ATP response, vehicle zero; activation, % at 3 µM; actives 0.48% (n = 360,000); AID 602248; in the data active means activation above about 15%;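 further: untransfected CHO-K1 host cells lacking M1 receptor as counterscreen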
CHRM1 antagonist – antagonists of human M1 muscarinic receptor; CHO-K1 hM1, Fluo-8 calcium fluorescence, ACh EC80 antagonist; inhibition, % at 3 µM; actives 1.3% (n = 360,000);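 active means percent inhibition above its own plate's cutoff, namely the mean of that plate's compound wells plus 3 SD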;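 further: peak over basal fluorescence ratio during 140 s after agonist addition; 0% = ACh EC80 plus DMSO and 100% = DMSO alone without agonist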
CHO-K1 Ca antag – nonselective inhibitor or artifact in parental CHO-K1 cells; ATP-induced calcium, Fluo-8 fluorescence; inhibition, % at 3 µM; actives 0.6% (n = 360,000);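 active means inhibition above a per-plate cutoff, the plate's mean sample inhibition plus 3 SD, cut at about 24% in these data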;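 further: 0% = DMSO plus EC80 ATP and 100% = DMSO alone without ATP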
OXTR potentiate – potentiators of human oxytocin receptor. AID 2445. activation, % at 3 µM. actives 0.061% (n = 320,000). CHO-OTR cells, Fluo-8 calcium fluorescence, potentiator mode; 0% = oxytocin EC15, 100% = EC100. P30559;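 active means activation above that plate's cutoff, the mean activation of tested compounds plus 3 SD, cut at about 6.6% in these data, passing the limit was not always enough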;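 further: 100% uses oxytocin at 75 nM as the full agonist control; some results filed as inactive read as strong as hits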
Target sequence (P30559 whole entry, looked up): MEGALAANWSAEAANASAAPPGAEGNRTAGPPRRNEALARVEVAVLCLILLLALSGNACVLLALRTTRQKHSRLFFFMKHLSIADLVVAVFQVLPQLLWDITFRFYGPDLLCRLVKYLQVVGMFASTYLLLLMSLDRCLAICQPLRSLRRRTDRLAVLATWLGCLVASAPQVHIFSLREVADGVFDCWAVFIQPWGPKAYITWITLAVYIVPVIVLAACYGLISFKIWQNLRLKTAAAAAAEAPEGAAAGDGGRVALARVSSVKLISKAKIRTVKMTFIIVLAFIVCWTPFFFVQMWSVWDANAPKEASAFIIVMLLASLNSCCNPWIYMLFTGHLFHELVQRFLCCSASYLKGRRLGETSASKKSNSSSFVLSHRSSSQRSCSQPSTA
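Replication – single well per compound, singlicate · Assay system – CHO cell line stably expressing human OTR · Timing – 6 min pre-incubation, 100 s read · Measure – normalized max/min fluorescence ratio, % activation · Doses – 3.0 µM, one dose · Detection – Fluo-8 calcium dye fluorescence · Probe or stimulus – oxytocin near EC15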
CHO parental Ca – counter-screen: ATP calcium response change in parental CHO cells; parental CHO-K1, ATP-induced calcium, Fluo-8 fluorescence; inhibition, % at 5.6 µM; actives 0.63% (n = 330,000); AID 463079;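 active means inhibition above that plate's mean sample inhibition plus 3 SD, cut at about 26% in these data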;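 further: 0% = ATP-challenged DMSO wells and 100% = DMSO wells without ATP; some compounds past the cut are filed as inactive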
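test system = CHO parental line | reagent = ATP stimulus | measured by = intracellular calcium via Fluo-8 no-wash fluorescent dye | control set = ATP and no-ATP DMSO wells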
CHRM1 PAM – positive allosteric modulators of human M1 muscarinic receptor; P11229; activation, % at 3 µM; actives 0.088% (n = 360,000); CHO-K1 hM1, Fluo-8 calcium fluorescence, ACh EC20; 0% = ACh EC20, 100% = maximal ACh; in the data active means activation above about 19%, passing the limit was not always enough
CHRM4 agonist – agonists of human muscarinic M4 receptor (CHRM4); actives 0.14% (n = 360,000); CHO-K1 hM4/Gqi5, Fluo-8 calcium fluorescence; vehicle 0%, full acetylcholine response 100%; activation, % at 3 µM;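 active means activation above the run mean over all test wells plus 3 SD, cut at about 32% in these data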;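 further: peak over basal fluorescence ratio per well then scaled between controls; 0% = DMSO wells and 100% = acetylcholine at EC100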
* hit, by the source's call; x = not tested or not shown.

SMILES	M1 ag	CHRM4 antagonist	CHO-K1 Ca ag	CHRM1 antagonist	CHO-K1 Ca antag	OXTR potentiate	CHO parental Ca	CHRM1 PAM	CHRM4 agonist
C=CCn1nnnc1SCC(=O)Nc1ccc(OC)cc1	-1	-2	0.3	-3	-12	-6	15	2	1
O=C(O)c1cccc(NC(=O)c2ccccc2NC(=O)c2cccc([N+](=O)[O-])c2)c1	2	-5	-0.3	-10	-1	-16	1	11	0
Cc1noc(-c2ccc(Cl)cc2)c1C(=O)O/N=C(\N)c1ccc(C(C)(C)C)cc1	-3	-13	0.8	-11	-17	-7	-11	4	0
CCOc1cc(C(=O)OCC(=O)Nc2cccc(C)c2)ccc1OCC(=O)N1CCOCC1	-2	7	-0.1	4	-1	-10	-7	-7	1
CCc1nc2ccc(C(=O)NCCc3c[nH]c4ccccc34)cn2c1N(C)Cc1ccc(N(C)C)cc1	-5	3	3.1	17	1	x	x	-15	6
CCOC(=O)C1CCN(CC(=O)c2c(C)[nH]c3ccccc23)CC1	-3	-1	1.1	-17	-11	-5	-23	10	3
COc1ccc(C)cc1NC(=O)C1CCCN(S(=O)(=O)c2ccc(-n3cnnn3)cc2)C1 (stereo unspecified)	1	-10	1.7	7	-9	-8	-6	-4	3
O=C(CCN1CCN(c2ccccc2)CC1)Nc1ccc2c(c1)OCO2	-6	6	0.3	-5	-1	-14	3	5	1
CC(=O)Oc1cccc(/C=C2\C=C(c3ccc(C)cc3)OC2=O)c1	-4	5	1.3	-10	-3	4	5	6	1
CCC(=O)NC(=S)Nc1ccc(NC(=O)COc2ccccc2)cc1	-4	-4	3.9	-5	-3	-7	-15	6	7
COc1ccc(OC)c(CNc2nc3ccccc3n2CCN2CCCCC2)c1	-5	13	3.2	-5	-2	-2	-18	6	1
O=C(COC(=O)c1cccnc1)c1ccc(Cl)cc1	-2	6	2.9	-3	-22	3	4	4	4
O=C(Nc1ccnn1C1CCN(Cc2ccccc2)CC1)C1CCCC1	-4	6	0.7	12	0	-1	-32	-6	1
O=C(Nc1ccccc1)c1ccccc1N=Cc1ccccc1O	-12	9	0.2	-5	0	-8	9	2	-1
CC(=O)Nc1ccc2c(c1)OCCOCCOc1cc(NC(C)=O)ccc1OCCO2	1	27*	2.1	-5	-1	-3	0	15	5
COc1ccc(NC(=O)c2cc(S(=O)(=O)N(C)C)ccc2N2CCCC2)cc1Cl	-7	12	0.4	0	18	-5	-19	-9	1
CCOC(=O)c1sc(C)c2c(=O)n(Cc3ccc(Cl)cc3)cnc12	-3	-13	0.0	-7	-8	-8	-8	7	2
O=C1NC2(CCC3(CC2)OCCO3)NN1c1ccc(Cl)cc1	-5	-6	3.1	5	3	-4	-14	-10	14
CCN1CCN(CCNC(=O)c2cc(Cl)c(NC(=O)C3=C(C)OCCS3)cc2OC)CC1	-5	6	0.8	2	-15	-17	-13	-2	0
COc1ccc(C2Nc3cccc4cccc(c34)N2)cc1	-3	4	0.7	-6	-10	-11	-3	10	3
Cc1cc(NC(=O)COc2coc(CN3CCN(c4ccccc4)CC3)cc2=O)no1	-1	3	1.6	-20	-4	0	2	16	2
CC1(c2ccccc2)NC(=O)N(CC(=O)NCCN2C(=O)S/C(=C\c3cccnc3)C2=O)C1=O (stereo unspecified)	-6	0	0.1	15	-12	x	x	-5	1
Cc1ccc(C(=O)N2CCC(n3nccc3NC(=O)C3CCOC3)CC2)cc1 (stereo unspecified)	-2	-6	1.1	-6	-6	0	6	4	2
O=C(CSc1nnc(C2CC2)n1Cc1ccccc1)c1ccc(S(=O)(=O)N2CCOCC2)cc1	-2	0	3.1	8	-15	-9	2	-1	4
Cc1nc(SCC(=O)NC(=O)NCc2ccco2)nc(C)c1C	-4	-4	0.6	-8	-19	2	-14	9	1

Quoted at random: 2 records from the list, in no set order.
SMILES	M1 ag	CHRM4 antagonist	CHO-K1 Ca ag	CHRM1 antagonist	CHO-K1 Ca antag	OXTR potentiate	CHO parental Ca	CHRM1 PAM	CHRM4 agonist
CC1(c2ccccc2)NC(=O)N(CC(=O)NCCN2C(=O)S/C(=C\c3cccnc3)C2=O)C1=O (stereo unspecified)	-6	0	0.1	15	-12	x	x	-5	1
O=C(O)c1cccc(NC(=O)c2ccccc2NC(=O)c2cccc([N+](=O)[O-])c2)c1	2	-5	-0.3	-10	-1	-16	1	11	0

Sorted by value in M1 ag (lowest first): four from the list above.
structure | M1 ag
COc1ccc(NC(=O)c2cc(S(=O)(=O)N(C)C)ccc2N2CCCC2)cc1Cl | -7
CC1(c2ccccc2)NC(=O)N(CC(=O)NCCN2C(=O)S/C(=C\c3cccnc3)C2=O)C1=O (stereo unspecified) | -6
CCOC(=O)C1CCN(CC(=O)c2c(C)[nH]c3ccccc23)CC1 | -3
CC(=O)Nc1ccc2c(c1)OCCOCCOc1cc(NC(C)=O)ccc1OCCO2 | 1

Other structures.
SMILES	M1 ag	CHRM4 antagonist	CHO-K1 Ca ag	CHRM1 antagonist	CHO-K1 Ca antag	OXTR potentiate	CHO parental Ca	CHRM1 PAM	CHRM4 agonist
CCCn1c(=O)[nH]c(=O)c2c(C(=O)OCC)cc(-c3cccs3)nc21	-1	-12	3.5	-5	-16	-22	-6	0	11
COc1ccc(-c2cc(=O)c3c(OC)c(OC)c(OC)c(OC)c3o2)cc1	-3	10	1.6	-9	-1	x	x	3	6
Oc1ccc(/C=N/Nc2ccnc3cc(Cl)ccc23)c(O)c1O	-1	-13	0.0	-9	7	3	-10	2	1
C[n+]1ccc(C(=O)NCc2ccccc2)cc1	-4	-1	-0.1	-5	-9	-16	-8	2	0
Cc1cc2c(cc1C)[n+](C)cn2CC(O)COCC1CC=CCC1 (stereo unspecified)	-9	3	1.1	-5	3	-11	-9	6	1
O=C(O)c1cccc(S(=O)(=O)N2CCC(Cc3ccccc3)CC2)c1	-2	2	13	-11	6	-6	9	2	2
CCC(C)N1CC23C=CC(O2)C(C(=O)OC)C3C1=O (stereo unspecified)	-4	-3	-0.2	-11	-3	-1	-16	4	0
CCOc1cc(Cl)c(CNCCCN2CCOCC2)cc1OC	-8	6	0.8	-1	-9	-1	1	-1	0
N/C(=N\OC(=O)Cc1cccs1)c1ccc([N+](=O)[O-])cc1	-8	-6	1.9	3	-7	-7	-2	1	-1
COc1nccnc1NS(=O)(=O)c1ccc(NC(=O)c2ccccc2Br)cc1	0	-11	2.4	-15	-3	-5	-17	14	1
COc1ccc(-c2noc(CNC(=O)c3ccoc3C)n2)cc1OC	-3	-7	3.0	-8	-11	1	-8	7	1
Cn1c(SCC(=O)Nc2ccc(NC(=O)c3cccs3)cc2)nnc1-c1ccncc1	-5	4	-0.2	12	-2	-9	4	-2	0
COc1cc(/C=C/C(=O)OCC(=O)Nc2cccc(Oc3ccccc3)c2)ccc1O	1	-11	2.5	0	0	-10	-7	-1	6
CC(=O)N1c2ccc(S(=O)(=O)NCCC(=O)N3CCC(C)CC3)cc2CC1C (stereo unspecified)	-3	3	2.0	-14	3	-3	-28	7	2
CCCN(CC(=O)Nc1ccc(C(N)=O)cc1)CC(=O)Nc1ccc(Cl)cc1Cl	-1	8	1.3	2	-3	-8	-5	1	5
CCOc1ccc(NC(=O)CN(C)C(=O)Cc2sc(C)nc2-c2ccc(F)cc2)cc1OCC	-3	6	-0.5	5	-7	-3	-13	2	1
NC(N)=Nc1nc(CCN2C(=O)c3ccccc3C2=O)cs1	-4	3	6.5	2	2	-1	6	3	5
COc1ccc([N+](=O)[O-])cc1/C=N/NC(=O)CNC(=O)C(c1ccccc1)c1ccccc1	-7	2	0.0	4	-2	-17	-17	3	0
Cc1noc(C)c1NC(=O)N(C)C[C@H]1Oc2c(cccc2N(C)C)C(=O)N([C@H](C)CO)C[C@@H]1C	-3	2	-0.2	11	-3	x	x	0	0
O=C(NCc1ccco1)c1ccc2sc([C@@H]3O[C@H](CO)[C@@H](O)[C@H]3O)nc2c1	-3	-6	0.3	-4	13	x	x	-1	1
COCCN(C(=O)c1cc(CN2C(=O)c3ccccc3C2=O)ccc1OC)c1c(N)n(CC(C)C)c(=O)[nH]c1=O	-3	2	0.6	-4	-22	x	x	6	2
CCCS(=O)(=O)c1nc(S(=O)(=O)c2ccc(C)cc2)c(N2CCCC2)s1	-4	3	0.2	-7	-6	-23	-25	2	0
NC(=O)CSc1nnc(-c2cc3ccccc3o2)n1Cc1ccccc1	0	-7	1.8	-15	-15	-11	-16	1	2
COc1cccc(C(=O)O[C@@H]2[C@H](Cc3ccccc3)NS(=O)(=O)[C@H]3C[C@@H]4C=C[C@]23O4)c1	1	8	0.5	-8	-9	-5	-12	16	3
COC(=O)C1=CC(C(=O)c2cccs2)=NN(c2ccc(OC)cc2)C1C(=O)OC (stereo unspecified)	-5	-1	0.7	8	-7	-4	11	-5	0
(cont.)
SMILES	M1 ag	CHRM4 antagonist	CHO-K1 Ca ag	CHRM1 antagonist	CHO-K1 Ca antag	OXTR potentiate	CHO parental Ca	CHRM1 PAM	CHRM4 agonist
CCNC(=O)N(CC)C[C@H]1N[C@@](C)(C(=O)OC)[C@H]2C(=O)N(Cc3ccccc3)C(=O)[C@@H]12	0	-12	-0.1	1	0	3	-12	-2	1
CN(Cc1ccccc1)C(=O)[C@@H]1CCCN1C(=O)OC(C)(C)C	x	-7	0.5	x	14	x	x	x	0
COc1cccc(-n2cnc(=O)c3cccnc32)c1	-7	0	0.3	0	-3	0	-5	1	0
CC(Oc1ccccc1)C(=O)OCC(=O)Nc1ccc2c(c1)OCO2 (stereo unspecified)	-3	-6	-0.2	-1	-3	-5	3	-2	1
CC(C)(C)n1nnnc1C(c1cccs1)N(Cc1ccccc1)Cc1cccnc1 (stereo unspecified)	-5	0	0.6	0	-7	-4	-20	-11	0
CSc1ccccc1C(=O)NCCSC(C)(C)C	-5	10	0.0	-12	-1	2	-8	15	1
CC(Sc1nnc(-c2ccco2)o1)C(=O)NCCC1=CCCCC1 (stereo unspecified)	-3	-5	5.0	23	2	0	-4	-8	20
CCOC(=O)C(CC)Sc1ncnc2c1nnn2-c1ccc(F)cc1 (stereo unspecified)	-4	-1	-0.2	-3	-3	-6	-9	3	-1
COc1ccccc1-c1ccc2c(c1)O[C@@H](CN(C)C(=O)Nc1cccc(F)c1)[C@H](C)CN([C@H](C)CO)S2(=O)=O	-4	-19	0.8	-5	-11	x	x	3	4
O=c1[nH]c(Cc2ccccc2)nc2c1oc1ccccc12	-3	-8	0.1	-1	-14	1	-12	2	0
CC1CN(C(=O)Cn2cc(S(=O)(=O)CC(=O)N(C)c3ccccc3)c3ccccc32)CC(C)O1 (stereo unspecified)	-2	5	0.2	-18	7	-1	-10	8	1
O=S(=O)([O-])C(c1ccccc1)[n+]1ccccc1 (stereo unspecified)	-1	9	0.4	-7	-10	-9	-2	9	1
Fc1cccc(F)c1/C=C/c1ccc2ccccc2n1	-4	-8	1.0	-9	3	-7	-12	9	-1
O=C(CCC(=O)N1CCN(c2ccccn2)CC1)c1cccs1	-7	3	0.1	-13	-3	-6	-3	5	1
Cn1c(CS(=O)Cc2c(Cl)cccc2Cl)nnc1SCc1c(Cl)cccc1Cl (stereo unspecified)	5	-11	5.6	0	-10	-11	-26	2	8
Nc1ccccc1-n1c(=O)n(Cc2ccccc2F)c(=O)c2[nH]cnc21	-2	-7	0.6	-22	-15	-6	1	16	1
CC(=O)Nc1ccc(NC(=O)C2Cc3c(-c4cccc(NC(C)=O)c4)ccnc3O2)cc1 (stereo unspecified)	-1	1	0.7	-10	-6	x	x	5	0

This is a random part of the collection; any-hit rate near 2.9%.
